Candida biofilm = kills Candida albicans biofilms | C. albicans biofilm + clotrimazole, Alamar Blue | inhibition, % at 6 µM | actives 0.14% (n = 85,000);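 active = inhibition above 20%; inactive = inhibition below 20%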;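 note: preformed 24 hr biofilms exposed to compound for 48 hr; 0% = biofilm without compound and 100% = blank killed by clotrimazole plus chlorhexidine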
CYP2C9 activ = increases human cytochrome P450 2C9 activity | activation factor at 5 µM | actives 1.4% (n = 96,000) | P11712 | recombinant CYP2C9, luciferin-H conversion, luminescence; stronger effect = higher value; factor 1 = untreated enzyme, 0 = blocked;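 active = activation factor of 2 or more for CYP2C9 at a 5 µM dose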;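 note: 0 = sulfaphenazole-blocked wells and 1 = vehicle-only wells; values of inactives mirror those of a sister screen read the other way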
Target sequence (P11712 whole entry, looked up): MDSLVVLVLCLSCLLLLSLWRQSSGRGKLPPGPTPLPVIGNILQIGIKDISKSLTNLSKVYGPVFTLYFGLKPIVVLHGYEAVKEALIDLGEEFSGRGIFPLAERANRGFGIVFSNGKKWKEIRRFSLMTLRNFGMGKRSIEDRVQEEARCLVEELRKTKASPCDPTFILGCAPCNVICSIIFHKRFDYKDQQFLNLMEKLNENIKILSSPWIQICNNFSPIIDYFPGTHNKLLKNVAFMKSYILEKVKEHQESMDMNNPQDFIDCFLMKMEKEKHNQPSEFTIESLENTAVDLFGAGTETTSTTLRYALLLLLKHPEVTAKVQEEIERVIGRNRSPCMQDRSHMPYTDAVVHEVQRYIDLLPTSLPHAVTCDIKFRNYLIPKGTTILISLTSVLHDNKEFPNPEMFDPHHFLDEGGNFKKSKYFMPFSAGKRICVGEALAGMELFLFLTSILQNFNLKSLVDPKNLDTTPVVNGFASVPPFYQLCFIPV
CYP2C9 inh = blocks human cytochrome P450 2C9 | P11712 | CYP2C9 Supersomes, luciferin-H conversion, luminescence | inhibition, % at 5 µM | actives 20% (n = 96,000);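 active = blocking of liver enzyme CYP2C9 beyond about 50% at 5 µM, limit read from the data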; note: values of inactives mirror those of a sister screen read the other way
Active calls of the source: *. Some of the compounds tested; rates above refer to the full screens.

SMILES	Candida biofilm	CYP2C9 activ	CYP2C9 inh
Cc1cccc(N(C)S(=O)(=O)c2cccc3nsnc23)c1	1	1.7	-70
CC(NC(=O)CC1Nc2ccccc2NC1=O)c1ccccc1 (configuration not stated)	2	1.5	-53
CN(C)CCCNC(=O)C1CCNCC1	9	1	-1
CC1CCN(C(=O)CSc2nnc(Cc3ccccc3)o2)CC1	9	0.8	22
COc1ccc(NC(=O)CSc2nnc(-c3cccnc3)n2Cc2ccco2)c(OC)c1	8	0.5	49
CCOC(=O)N1CCN(S(=O)(=O)c2cccc3nonc23)CC1	4	0.3	71*
CCOC(=O)c1oc2ccccc2c1CN1CCN(C(=O)c2ccccc2)CC1	3	0.5	46
Cc1cc(C)cc(N(C(C)C(=O)N2CCCCC2)S(C)(=O)=O)c1 (configuration not stated)	-7	1.3	-31
O=C(CN1C(=O)C2CC=CCC2C1=O)Nc1ccc(-c2nnc3n2CCCCC3)cc1 (configuration not stated)	1	0.9	10
COc1ccc(OC)c(S(=O)(=O)N2CCN(C)CC2)c1	-4	0.9	12
Cc1nc2cc(-c3cccc(Cl)c3)nn2c(N2CCN(C(=O)c3ccco3)CC2)c1C	-4	0.1	86*
CCn1c(C(O)c2ccc(C)cc2)nc2ccccc21 (configuration not stated)	4	1	-5
O=C(CSc1nnc2ccccn12)N1CCc2ccccc2C1	8	1	-3
Cc1ccc(S(=O)(=O)NCCSc2nnnn2-c2ccc(C(N)=O)cc2)cc1	0	0.6	36
Cn1c(CCN2CCCCC2)nc2cc(NC(=O)C3CCCCC3)ccc21	-3	1	3
O=C(NC(Cc1ccccc1)C(=O)O)c1ccccc1 (configuration not stated)	-2	1	-5
N=C1C(c2ccccc2)=C(O)C2CCc3ccccc3N12 (configuration not stated)	3	1.2	-18
Cc1ccc(N2C(=O)NC3(CCCCC3)C2=O)cc1	6	0.9	9
COc1cc(OC)c(-c2nn3c(-c4cccnc4)nnc3s2)cc1OC	2	0.7	26
Cc1cc(C)n2nc(S(=O)(=O)N(CC(C)C)CC(C)C)nc2n1	3	0.7	29
CCc1ccc2[nH]c(=O)c(CN(CCN(CC)CC)C(=O)NC3CCCCC3)cc2c1	-5	1.2	-17
Cc1c(C(=O)Nc2ccncc2)sc2nc(-c3ccc(F)cc3)cn12	32*	0.3	74*
Cc1ccc(C)c2[nH]c(=O)c(CN(CC3CCCO3)C(=O)NC3CCCCC3)cc12 (configuration not stated)	6	0.3	72*
COc1ccc2[nH]c(C)c(CN3CCCCC3)c(=O)c2c1	9	1.1	-12
Cc1nc2c(c(=O)n1Cc1ccccc1Cl)c1nc3ccccc3nc1n2Cc1ccco1	6	0.5	52*
COc1c(N)c2ccccc2[nH]c1=O	0	1	2
CC1=C(C(=O)NC2CCCCC2C)C2(CCC(C)CC2)OC1=O (configuration not stated)	17	0.5	48
CCOc1ccc(-c2cc(CCCC(=O)Nc3cccc(OC)c3)no2)cc1	5	0.8	20
Cc1ccc(NC2=NC(c3ccco3)n3c(nc(C)cc3=O)N2)c(C)c1 (configuration not stated)	-6	0.7	33
O=C(O)c1cccc2[nH]c(C(F)(F)F)nc12	6	0.9	6
Cc1nc(NC2=NCN(CCc3ccccc3)CN2)nc2ccccc12	1	1.3	-27
Cc1cccc(NC(=O)C2CCCN(S(=O)(=O)c3c(C)nn(C)c3C)C2)n1 (configuration not stated)	3	0.8	17
Cc1ccnc(N2C(=O)OC(C)(C)C2(C)O)c1 (configuration not stated)	9	0.8	17
CC1(C)CC(=O)C(C(C2=C(O)CC(C)(C)CC2=O)c2cccnc2)C(=O)C1 (configuration not stated)	-7	0.8	16
COc1cccc(CNC(=O)C2CCN(S(=O)(=O)N3CCCC3)CC2)c1	9	0.8	16
COc1cc2c(=O)n(CC3CCCO3)c(=O)n(CC(=O)Nc3ccc(F)cc3F)c2cc1OC (configuration not stated)	8	0.6	44
Cc1cc(NC(=O)CSc2c(C)[nH]c3ccccc23)no1	2	1.2	-23
CCOc1ccc(-c2nnc3ccc(SCC(=O)N4CCCCC4)nn23)cc1	1	0.7	29
Cn1c(=O)c2c(nc(N3CCCCCC3)n2CC(=O)c2ccc(Br)cc2)n(C)c1=O	3	0.8	16
COc1cccc(C2=CC(c3ccc(OC)c(OC)c3OC)n3nnnc3N2)c1 (configuration not stated)	9	0.2	81*
COc1ccccc1-n1nnnc1S(=O)(=O)Cc1ccc(Cl)cc1	0	0.5	46
COC(=O)C1=C(C)N2C(=O)CSC2=NC1c1ccc2c(c1)OCO2 (configuration not stated)	-3	0.5	50*
CCOC(=O)Cc1cc(=O)n(-c2nc3ccccc3s2)[nH]1	8	0.6	38
COc1cccc(-c2nnc(SCC(=O)N3CCCC3=O)n2-c2ccccc2)c1	5	0.7	34
c1ccc(-c2nc3nonc3c3nc4ccccc4n23)cc1	9	1.1	-13
CC12CC3CC(C)(C1)CC(C(=O)Nc1nn[nH]n1)(C3)C2	5	1	-2
Cc1nc2sc(C(c3ccco3)N3CCN(c4ccccc4)CC3)c(O)n2n1 (configuration not stated)	17	0.7	25
COC(=O)c1ccc(NC(=O)c2ccco2)cc1	8	0.8	24
COc1cc(S(=O)(=O)N(Cc2cccnc2)Cc2ccco2)ccc1-n1cnnn1	4	0.9	5
CCOC(=O)CSc1nc2cc(OCC)ccc2cc1C#N	5	0.5	49

14 consecutive entries out of the list so far:
SMILES	Candida biofilm	CYP2C9 activ	CYP2C9 inh
COc1cc2c(=O)n(CC3CCCO3)c(=O)n(CC(=O)Nc3ccc(F)cc3F)c2cc1OC (configuration not stated)	8	0.6	44
Cc1cc(NC(=O)CSc2c(C)[nH]c3ccccc23)no1	2	1.2	-23
CCOc1ccc(-c2nnc3ccc(SCC(=O)N4CCCCC4)nn23)cc1	1	0.7	29
Cn1c(=O)c2c(nc(N3CCCCCC3)n2CC(=O)c2ccc(Br)cc2)n(C)c1=O	3	0.8	16
COc1cccc(C2=CC(c3ccc(OC)c(OC)c3OC)n3nnnc3N2)c1 (configuration not stated)	9	0.2	81*
COc1ccccc1-n1nnnc1S(=O)(=O)Cc1ccc(Cl)cc1	0	0.5	46
COC(=O)C1=C(C)N2C(=O)CSC2=NC1c1ccc2c(c1)OCO2 (configuration not stated)	-3	0.5	50*
CCOC(=O)Cc1cc(=O)n(-c2nc3ccccc3s2)[nH]1	8	0.6	38
COc1cccc(-c2nnc(SCC(=O)N3CCCC3=O)n2-c2ccccc2)c1	5	0.7	34
c1ccc(-c2nc3nonc3c3nc4ccccc4n23)cc1	9	1.1	-13
CC12CC3CC(C)(C1)CC(C(=O)Nc1nn[nH]n1)(C3)C2	5	1	-2
Cc1nc2sc(C(c3ccco3)N3CCN(c4ccccc4)CC3)c(O)n2n1 (configuration not stated)	17	0.7	25
COC(=O)c1ccc(NC(=O)c2ccco2)cc1	8	0.8	24
COc1cc(S(=O)(=O)N(Cc2cccnc2)Cc2ccco2)ccc1-n1cnnn1	4	0.9	5

(further entries)
SMILES	Candida biofilm	CYP2C9 activ	CYP2C9 inh
CCNc1nc(NC(C)(C)C)nc(SC(C(C)=O)C(C)=O)n1	7	0.9	6
Cc1c(Br)cc(C(=O)NCc2ccco2)c(C)c1C	5	2.7*	-168
COc1cc(C2NC(=O)NC(C)=C2C(=O)OCc2ccccc2)ccc1O (configuration not stated)	9	0.6	41
N=c1ccccn1CC(O)COc1ccccc1 (configuration not stated)	3	1.1	-7
CC1CCCCC1NC(=O)CN1C(=O)NC(C)(c2ccc(OC(F)F)cc2)C1=O (configuration not stated)	5	1	2
CC1(C)Cc2c(C#N)c(NCCc3ccccc3)nc(-c3ccco3)c2CO1	5	0.3	70*
COc1ccc(OC)c(C(=O)CSc2nnnn2C)c1	5	1	4
Cc1ccc(-c2c(C#N)c(N)nc3c2CCCCC3)o1	1	0.5	50*
C1=C(c2ccccc2)CCN(c2ncnc3nc[nH]c23)C1	-16	0.8	17
CCOC(=O)/C=C1\SCC(=O)N1CCOc1cccc(Br)c1	1	0.2	80*
Cc1ccc(S(=O)(=O)N2CCN(C3CCN(Cc4ccccc4)CC3)CC2)cc1	6	0.9	11
COc1cccc(-c2csc(N3CCN(C(=O)C4CCCCC4)CC3)n2)c1	8	0.4	58*
Cc1cc(C)c2nc3c(c(C(=O)O)c2c1)CCC3	5	1	1
CCOc1ncccc1C(=O)OCC(=O)N1CCN(S(=O)(=O)c2ccc(Cl)cc2)CC1	3	1.1	-10
CCOc1ncccc1C(=O)OCc1cc(=O)oc2c(C)c(C)ccc12	1	1.1	-15
Cn1c(=O)n(C)c2cc(NC(=O)CSc3nnc(-c4ccccc4O)n3-c3ccccc3)ccc21	0	0.8	25
CC1Oc2ccccc2N(Cc2cccnc2)C1=O (configuration not stated)	6	0.9	14
COC(=O)C(C#N)c1nc2ccccc2nc1N1CCN(Cc2ccc3c(c2)OCO3)CC1 (configuration not stated)	3	0.5	47
COCc1[nH]nc2c1C(c1cccc(OC)c1)C(C#N)=C(N)O2 (configuration not stated)	1	1	-1
CCc1ccccc1NC1c2ccccc2C(=O)N1Cc1ccco1 (configuration not stated)	12	0.8	15
O=C(O)CCCC(=O)Nc1cccc(C(F)(F)F)c1	1	0.9	14
CCOC(=O)C1CCN(C(=O)CC2C(=O)N(Cc3ccccc3)C(C)c3nc4ccccc4n32)CC1 (configuration not stated)	11	1	0
CCOc1cc(OCC)cc(C(=O)Nc2cccnc2)c1	11	0.8	23
Cc1cc(C)cc(NC(=O)C2CCCN(c3nc(C)cc(C)n3)C2)c1 (configuration not stated)	-3	1	2
CC(C)OC(=O)c1sc2nc3c(cc2c1N)C(=O)CCC3	3	0.8	20
O=C(CSC1=NCCS1)N1CCCC1	7	0.8	17
COc1ccc(S(=O)(=O)CCC(=O)N2c3ccccc3CC2C)cc1 (configuration not stated)	6	2*	-96
CC(=O)c1ccccc1Oc1nc(CN2CCOCC2)nc2scc(-c3cccs3)c12	3	0.3	72*
Cc1oc(-c2ccccc2F)nc1CS(=O)(=O)CC(=O)N1CCN(Cc2ccccc2)CC1	-10	0.7	30
COc1ccc2[nH]c(=O)c(CN(CCO)S(=O)(=O)c3ccc4c(c3)OCCO4)cc2c1	-2	0.5	48
O=C(c1ccccc1F)N1CCN(c2cccc(C(F)(F)F)c2)CC1	4	0.4	63*
Cn1c(N)c(C(=O)CSc2nc3ccccc3n2-c2ccccc2)c(=O)n(C)c1=O	-3	1	4
O=C1CC(N2CCN(c3ccccc3)CC2)C(=O)N1CCc1ccccc1 (configuration not stated)	5	0.9	6
O=C(c1cccc(C(=O)N2CCN(c3ccc(F)cc3)CC2)c1)N1CCN(c2ccc(F)cc2)CC1	3	0.2	85*
Cc1c(C(=O)OC2CCCC2)[nH]c2c1C(=O)CC(c1ccco1)C2 (configuration not stated)	2	0.5	52*
O=S(=O)(NCc1ccncc1)c1ccc(Br)s1	9	0.5	51*
Cc1cc(C)c(NC(=O)Cn2cc3c(n2)CCCC3)c(C)c1	4	1.1	-11
Cc1ccc(-c2c(C#N)c(N)nc3c2CCCCCC3)o1	-7	0.8	22
CCN1CCN(C(c2ccc(OC)c(OC)c2)c2nnnn2C(C)(C)C)CC1 (configuration not stated)	10	1	-3
Cc1[nH]c2ccccc2c1Cc1nnc(SCC(=O)NCc2ccco2)o1	15	2.6*	-158
CCN1C(=S)SC(=O)C1=C1C=C(C)N(CCO)C(C)=C1	7	0.6	38
Cc1nn(Cc2ccc(Cl)c(Cl)c2)c(C)c1NC(=O)c1cc(CC(C)C)on1	0	0.2	82*
Cc1nc2nc(-c3ccccc3)cn2nc1C	-10	0.8	24
CCCCc1nc2ccccc2c(=O)n1NC(=O)c1c(O)c2c(n(CC(C)C)c1=O)CCCC2	3	0.4	60*
CCOc1cccc(-c2nnc3sc(-c4cccs4)nn23)c1	9	0.4	58*
Cc1cc(NC(=O)CCC(=O)N(c2cccc(F)c2)C(C(=O)NC2CCCC2)c2ccncc2)no1 (configuration not stated)	10	0.2	78*
COCCOC(=O)c1c(C)oc2ccc(O)c(CN3CCC(C)CC3)c12	3	0.8	15
CCOC(=O)c1c(C)[nH]c(C(=O)CSc2ccccc2)c1C	2	0	96*
O=C(O)CNS(=O)(=O)c1ccc(Br)s1	-1	1.1	-8
N#CCCN1CCN(S(=O)(=O)c2ccc(S(=O)(=O)N3CCCCCC3)cc2)CC1	11	0.8	21

New compounds follow
SMILES	Candida biofilm	CYP2C9 activ	CYP2C9 inh
CCOc1ccc(N(CC(=O)NCC(C)C)S(C)(=O)=O)cc1	9	0.7	35
Cc1ccc(N2C(=O)Nc3ccc(Br)cc3C2(O)C(=O)NCCCN(C)C)cc1C (configuration not stated)	11	1	4
Cc1ccccc1-n1c(=O)cc(N2CCN(Cc3ccccc3)CC2)[nH]c1=O	11	1.2	-19
CCOc1ccc(S(=O)(=O)n2nc(C)cc2C)c2ccccc12	1	0.9	8
Cn1nccc1C(=O)Nc1ccccc1C(=O)O	6	0.8	20
CCN(CC)CCN1C(=O)C2C3c4ccccc4C(c4ccccc43)C2C1=O (configuration not stated)	-1	0.8	23
C=CCn1nnnc1SCC(=O)Nc1cccc(OC)c1	8	1	2
O=C(CCn1nnc2ccccc21)Nc1nnc(Cc2ccc(F)cc2)s1	6	0.9	10
COc1cc(Nc2cc(C)nc3ncnn23)cc(OC)c1OC	6	0.9	6
O=C(NCC1CCCO1)c1cc2c(s1)CS(=O)(=O)C2 (configuration not stated)	7	1.1	-5
CC(C(=O)Oc1ccc2c(c1)OCO2)N1C(=O)c2ccccc2C1=O (configuration not stated)	2	0.6	42
COc1ccc(-n2nc(C(=O)N3CCCCC3)c3ccccc3c2=O)cc1	10	0.9	8
Cc1ccc2c(c1)nnn2C1CCN(S(=O)(=O)c2ccc(C(=O)N3CC(C)CC(C)C3)cc2)CC1 (configuration not stated)	1	0.1	88*
